PG9 Ab binder: PG9 antibody binding by small molecule; TR-FRET gp120-PG9 antibody binding; inhibition, % at 6.7 µM; 360,000 compounds, 0.43% hits; in the data active means inhibition above about 8.5%
ADAM10 inh: ADAM10 inhibition, QFRET primary screen. 370,000 compounds, 0.62% hits. recombinant ADAM10, EDANS/DABCYL FRET peptide cleavage, 3 h. inhibition, % at 7 µM;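 active means inhibition above a per-campaign cutoff equal to the mean of compounds falling between control-based bounds plus 3 SD, cut at about 20% in these data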;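 further: 0% = DMSO wells while the 100% control is not disclosed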
SMARCA2 activ: SMARCA2 function activation, primary screen | MG213 cells, MMTV-luciferase reporter, dexamethasone, overnight | activation, % at 9.1 µM | 370,000 compounds, 1% hits; in the data active means activation above about 7.8%;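 further: 0% = vehicle wells and 100% = reference activator wells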
FXN GAA850 act: frataxin GAA850 promoter activation; HEK293 lucGAA850 FXN promoter luciferase reporter, 24 h; percent of 10 µM SAHA response; activation, % at 6 µM; 360,000 compounds, 0.56% hits; AID 540364;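 active means activation above the average of all compounds screened plus 3 SD, cutoff fixed separately per campaign, cut at about 7.5% in these data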;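 further: 0% = DMSO wells and 100% = 10 µM SAHA wells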
DAX1 inh-1: inhibits human nuclear receptor DAX1 | P51843 | HEK293 Gal4-DAX1 luciferase reporter, luminescence | inhibition, % at 6.75 µM | 340,000 compounds, 0.99% hits | AID 504766;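 active means inhibition above the mean over all tested compounds plus 3 SD, cut at about 4.2% in these data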;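 further: 0% = DAX1-transfected cells with DMSO and 100% = empty-vector control cells with DMSO; inhibition shows as a rise in luminescence from relieved DAX1 repression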
ADAM17 inh: ADAM17 inhibition, QFRET primary screen; recombinant ADAM17, EDANS/DABCYL FRET peptide cleavage; inhibition, % at 6.95 µM; 370,000 compounds, 0.83% hits;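 active means inhibition above the mean of compounds lying between control limits plus 3 SD, set per campaign, cut at about 8.5% in these data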;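 further: 0% = DMSO-only wells as the low control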
GC-A act: GC-A (human) enzyme activation; HEK293 GC-A cells, cGMP TR-FRET, EC30 ANP; 0% at EC30 ANP, 100% saturating ANP; activation, % at 10 µM; 370,000 compounds, 0.14% hits; in the data active means activation above about 40%
Target sequence (P16066 whole entry, looked up): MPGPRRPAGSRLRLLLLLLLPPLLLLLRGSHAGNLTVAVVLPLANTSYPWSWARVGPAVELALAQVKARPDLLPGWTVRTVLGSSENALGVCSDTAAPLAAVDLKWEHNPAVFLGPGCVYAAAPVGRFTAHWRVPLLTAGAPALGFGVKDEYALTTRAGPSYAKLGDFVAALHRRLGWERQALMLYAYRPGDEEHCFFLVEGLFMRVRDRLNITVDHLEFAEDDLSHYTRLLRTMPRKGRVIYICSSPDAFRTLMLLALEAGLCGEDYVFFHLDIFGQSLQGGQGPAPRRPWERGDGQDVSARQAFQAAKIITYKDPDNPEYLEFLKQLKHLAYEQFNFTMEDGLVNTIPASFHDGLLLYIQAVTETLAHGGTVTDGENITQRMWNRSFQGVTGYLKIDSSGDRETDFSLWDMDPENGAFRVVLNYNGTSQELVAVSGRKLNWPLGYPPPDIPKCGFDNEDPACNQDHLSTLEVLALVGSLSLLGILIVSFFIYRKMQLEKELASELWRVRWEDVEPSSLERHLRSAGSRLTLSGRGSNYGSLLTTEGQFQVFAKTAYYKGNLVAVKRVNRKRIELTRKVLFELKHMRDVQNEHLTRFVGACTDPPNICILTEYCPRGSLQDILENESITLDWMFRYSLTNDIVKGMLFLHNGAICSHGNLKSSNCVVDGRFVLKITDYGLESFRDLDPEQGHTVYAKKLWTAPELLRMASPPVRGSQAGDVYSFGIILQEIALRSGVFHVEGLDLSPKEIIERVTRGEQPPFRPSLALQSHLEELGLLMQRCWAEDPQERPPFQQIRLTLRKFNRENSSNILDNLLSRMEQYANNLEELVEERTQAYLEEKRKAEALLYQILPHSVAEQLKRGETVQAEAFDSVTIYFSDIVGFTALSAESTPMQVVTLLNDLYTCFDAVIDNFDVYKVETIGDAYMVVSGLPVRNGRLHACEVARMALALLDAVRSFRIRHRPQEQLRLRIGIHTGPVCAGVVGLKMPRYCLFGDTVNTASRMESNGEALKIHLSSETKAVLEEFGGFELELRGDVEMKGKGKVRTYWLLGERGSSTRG
ssDAF-12 act: activates DAF-12 receptor from parasite S. stercoralis | activation, % at 6.8 µM | 370,000 compounds, 1% hits | HEK293 ssDAF-12/GRIP1 lit1-tk-luc reporter, luminescence; % of 3 µM dafachronic acid response;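 active means activation above the mean over all tested compounds plus 3 SD, cut at about 0.9% in these data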;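 further: 0% = DMSO-only wells and 100% = 3 µM delta7-dafachronic acid wells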
hgDAF12 agonist: activates the H. glycines DAF-12 receptor ligand-binding domain; HEK293 GAL4-hgDAF12 UAS-luciferase reporter, agonist luminescence; normalized to butyrate control; activation, % at 6.8 µM; 370,000 compounds, 1.8% hits; AID 687014;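 active means activation above a cutoff set at the mean of all screened compounds plus 3 SD, cut at about 10% in these data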;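 further: 0% = DMSO wells and 100% = sodium butyrate wells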
hcDAF12 agonist: activates DAF-12 receptor from parasite H. contortus. AID 652067. activation, % at 6.8 µM. 370,000 compounds, 1.4% hits. HEK293 hcDAF-12 lit1-tk-luc reporter, luminescence; 0% DMSO, 100% Δ7-dafachronic acid;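 active means activation above the mean of all tested compounds plus 3 SD, cut at about 5.5% in these data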;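 further: 100% = response to 3 µM Δ7-dafachronic acid high control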
DAX1 inh-2: DAX1 (NR0B1) inhibition, primary screen; HEK293T StAR-luciferase reporter, SF-1/DAX-1 repression relief; inhibition, % at 6.8 µM; 370,000 compounds, 1.1% hits; AID 652010;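 active means inhibition above the mean over all tested compounds plus 3 SD, cut at about 3.6% in these data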;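 further: 0% = DAX-1 cells with DMSO and 100% = cells lacking DAX-1 with DMSO; higher inhibition means more luminescence from relief of DAX-1 repression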
Numbers without * were called inactive; . = not tested or not shown.

SMILES	PG9 Ab binder	ADAM10 inh	SMARCA2 activ	FXN GAA850 act	DAX1 inh-1	ADAM17 inh	GC-A act	ssDAF-12 act	hgDAF12 agonist	hcDAF12 agonist	DAX1 inh-2
COc1ccc(C2=Nc3ccccc3N(C(=O)c3ccc(C(F)(F)F)cc3)C2C(=O)Nc2ccc3c(c2)OCCO3)cc1 (configuration not stated)	-0.8	6	-4	.	.	7	3	-0.1	6.1	2.4	-0.1
CNC(=S)Nc1cccc([N+](=O)[O-])c1	1.5	-2	-1	-0.8	-1.2	-6	2	-1.8	-2.1	-0.5	0.6
O=C(Nc1ccccc1)Nc1ccc(C(=O)N2CCCC2)cc1	-0.6	-1	2	3.5	-0.9	-5	-5	0.4	17*	8.8*	4.9*
CCc1nnc(NC(=O)C(C)C)s1	0.3	1	-6	0.1	0.4	-2	-1	-0.4	0.6	-2.0	0.4
COc1ccc(C(O)(CCc2ccccc2)CCN2CCCCC2)cc1 (configuration not stated)	-1.2	0	-3	1.0	.	0	-7	-1.7	-0.5	-0.7	0.3
CSCCC(NC(=O)c1ccc(Cl)cc1Cl)C(=O)NNC(=O)c1csc(N2CCOCC2)n1 (configuration not stated)	0.7	-8	0	3.4	0.4	-3	-2	-1.3	0.5	3.0	0.5
COC(OC)c1ccnc(SCc2ccccc2Cl)n1	3.0	-7	-3	-0.1	2.5	-2	-2	-1.3	-0.9	-0.9	0.1
O=C(O)CSc1nnc(NC(=O)c2ccc3c(c2)OCO3)s1	-1.6	-5	-1	-2.6	-1.7	-1	0	-1.8	-0.6	-0.4	0.1
COc1ccccc1N1C(=O)c2cccnc2C1=O	-0.9	4	0	1.1	-0.1	-1	-2	0.3	0.7	-1.5	0.3
Cc1ccc(NC(=O)c2ccc(F)cc2F)cc1NS(C)(=O)=O	0.7	3	-1	2.7	.	3	4	-1.3	1.6	0.9	0.3
Cc1ccc(C(=O)NNC(=O)c2cc(C)nc3ccccc23)cc1	-0.9	-3	-2	1.6	0.4	-5	-1	-1.4	-0.3	0.3	0.3
COCCN(C(=S)Nc1cccc(C)c1)C(C)c1cccs1 (configuration not stated)	-0.9	-2	0	2.5	-0.9	1	-2	-1.1	-2.1	-0.6	0.1
CCCCn1c(N)c(N(CCOC)C(=O)CCc2ccc(OC)cc2)c(=O)[nH]c1=O	-0.2	-5	-2	2.6	2.2	-3	0	-1.7	0.7	0.5	0.0
CCN(CC)S(=O)(=O)c1ccc(NC(=O)c2cc(-c3ccccc3)nc3ccccc23)cc1	0.5	0	0	-0.7	-0.3	-2	-2	-1.7	-0.7	-1.2	-0.5
Cc1cc(C(=O)N/N=C/c2cccn2C)no1	-0.5	-10	0	1.4	0.0	0	7	-1.2	3.0	2.3	0.4
Cc1cc(Br)ccc1NC(=O)CNC(=O)CSc1ncccn1	-1.6	-4	-3	-0.4	0.8	-4	1	-0.7	0.7	-0.1	1.3
NC(=O)CC1(CC(=O)O)CCCCC1	1.6	-2	-4	1.1	2.0	-6	4	-1.4	-1.8	-2.5	0.4
CCCN(CC(=O)Nc1ccccc1OC)C(=O)CCC(=O)c1ccc(Cl)s1	1.1	-10	0	0.1	-0.8	-6	-8	-1.5	-0.8	-1.1	0.2
COCCCNC(=O)Cn1c(=O)n(Cc2ccccc2Cl)c(=O)c2cc(OC)c(OC)cc21	0.3	-9	-1	0.7	0.3	-7	-3	-1.7	7.6	0.2	0.1
CC(C)=CCC/C(C)=C/C[C@]12C[C@H](C(=O)O)N(C(=O)OC(C)(C)C)[C@@H]1N(C(=O)OC(C)(C)C)c1ccccc12	.	8	.	.	.	-3	-4	-0.6	-3.5	1.8	.
Cn1c2c(c(=O)n(C)c1=O)C(NC(=O)c1ccco1)(C(F)(F)F)C(=O)N2 (configuration not stated)	0.9	-1	0	-2.2	1.3	1	1	-0.8	-0.2	-0.9	-0.1
CC(C)C(NS(=O)(=O)c1cccs1)C(=O)N(C)Cc1ccccc1 (configuration not stated)	-1.5	0	-2	1.1	-1.3	7	0	-0.7	-1.0	-0.8	-0.1
O=C(O)c1ccccc1OCc1nc2ccccc2s1	-0.9	3	3	1.4	3.4	0	5	1.2*	9.9	9.2*	2.0
Cc1ccccc1-n1c(C)nc2ccccc21	0.4	-1	-4	-1.4	1.3	-1	-3	-1.4	-2.2	-2.7	0.1
Cc1ccc(Cc2c(C3CCCCC3)nc3c(C)cc(Br)cn23)cc1	1.8	-28	-2	.	.	-1	-7	0.1	-1.6	3.4	0.3
O=C(CCC1CCCCC1)NCc1ccccn1	0.0	-2	-3	3.9	-0.1	-1	2	-1.3	0.7	2.6	0.0
COc1ccc(C2=Nn3c(nnc3-c3ccccn3)SC2)cc1OC	-1.3	4	4	6.5	0.1	0	10	-1.8	-3.6	-2.8	0.7
CCOC(=O)C1CCCN(c2nc(C)nc3c2oc2ccccc23)C1 (configuration not stated)	-1.8	1	-3	1.0	-0.3	-4	4	-2.3	-1.7	-2.5	-1.8
O=C1CCCC2=C1C(c1ccsc1)CC(=O)N2c1nnc(SCc2ccccc2)s1 (configuration not stated)	-0.1	4	2	-0.1	1.6	5	-2	-2.0	-4.4	-2.2	-0.5
CCc1ccccc1NC(=O)C1CCCN1C(=O)Nc1ccc(C)cc1 (configuration not stated)	-0.6	5	2	1.9	-0.5	0	1	-0.9	2.5	-1.1	-0.4
COc1cccc(NC(=O)C2CC(=O)n3cnnc3S2)c1 (configuration not stated)	-0.8	8	-2	0.5	-0.1	-2	3	-0.7	1.8	1.5	-0.2
CN1CCN(S(=O)(=O)c2ccc(C3CCCCC3)cc2)CC1	0.2	-3	-1	1.9	0.5	-1	0	-1.0	1.3	-0.1	-0.1
COc1cc(CN2CCC(C(=O)NC3CCCC3)CC2)cc(OC)c1O	0.0	5	-1	0.1	-0.5	-1	1	-0.8	-0.8	-1.2	0.1
O=C(c1cccc(Cl)c1)N1CCN(C2CCCCC2)CC1	-1.4	5	-5	1.2	-0.1	1	2	-2.2	-4.1	-0.6	0.4
N#Cc1c(F)cccc1NCCCn1ccnc1	0.2	-30	-3	0.4	4.6*	-12	5	-0.9	-2.0	-0.4	-0.2
O=C(NCc1ccco1)c1cnn2cccnc12	1.2	-13	2	-1.3	0.5	-12	-2	-1.8	-0.7	-0.9	0.6

Of the compounds above, these contain an aryl thioether with sulfur outside any ring.
SMILES	PG9 Ab binder	ADAM10 inh	SMARCA2 activ	FXN GAA850 act	DAX1 inh-1	ADAM17 inh	GC-A act	ssDAF-12 act	hgDAF12 agonist	hcDAF12 agonist	DAX1 inh-2
COC(OC)c1ccnc(SCc2ccccc2Cl)n1	3.0	-7	-3	-0.1	2.5	-2	-2	-1.3	-0.9	-0.9	0.1
O=C(O)CSc1nnc(NC(=O)c2ccc3c(c2)OCO3)s1	-1.6	-5	-1	-2.6	-1.7	-1	0	-1.8	-0.6	-0.4	0.1
Cc1cc(Br)ccc1NC(=O)CNC(=O)CSc1ncccn1	-1.6	-4	-3	-0.4	0.8	-4	1	-0.7	0.7	-0.1	1.3
O=C1CCCC2=C1C(c1ccsc1)CC(=O)N2c1nnc(SCc2ccccc2)s1 (configuration not stated)	-0.1	4	2	-0.1	1.6	5	-2	-2.0	-4.4	-2.2	-0.5

More structures
SMILES	PG9 Ab binder	ADAM10 inh	SMARCA2 activ	FXN GAA850 act	DAX1 inh-1	ADAM17 inh	GC-A act	ssDAF-12 act	hgDAF12 agonist	hcDAF12 agonist	DAX1 inh-2
COC(=O)[C@]1(Cc2ccccc2)N[C@H](c2ccc(-c3ccc(Cl)c(Cl)c3)cc2)[C@@H]2C(=O)N(C)C(=O)[C@@H]21	-0.8	-3	1	-3.2	1.8	-4	0	-0.6	1.0	0.4	0.4
CC(C)CNS(=O)(=O)c1ccc(CCC(=O)Nc2cc(Cl)ccc2Oc2ccccc2)cc1	-2.7	19	-1	1.8	-1.3	9.7*	1	-1.2	-2.2	-1.0	-1.8
Cc1cccc(C(=O)N[C@H](C(=O)Nc2nc3ccccc3[nH]2)C(C)C)c1	-1.2	4	-2	-3.7	-0.3	3	-2	-0.4	1.2	-0.6	-0.6
C[C@H](NC(=O)OC(C)(C)C)C(=O)NCC1CCC(C(=O)N[C@@H](Cc2ccccc2)C(=O)O)CC1 (some centres not stated)	0.3	-2	-3	2.2	2.5	-7	-1	-1.6	2.0	-0.7	-0.1
Oc1cc2c(cc1O)CN(C(=S)NCCc1ccc(Cl)cc1)CCC2	-0.8	8	-2	4.0	-1.6	0	-2	-1.7	-4.5	2.0	-1.6
CC[C@@H]1CN(C)[C@H]2Cc3c([nH]c4ccccc34)C(=O)C[C@@H]1[C@@H]2C(=O)OC	-2.7	-150	-1	-0.2	0.9	-33	0	-1.2	-1.4	-1.1	0.0
O=C(NNc1ccc([N+](=O)[O-])cc1)c1ccccc1F	-0.8	5	4	-1.2	0.5	1	2	-0.7	4.3	4.3	-0.7
Cc1ccc(NC2CCCN(C(=O)c3c(C)noc3C)C2)cc1C (configuration not stated)	0.6	-8	-3	1.7	0.9	-4	2	-0.5	1.7	-2.3	0.2
Cc1ccc(CNC(=O)C(Cc2ccccc2)NS(=O)(=O)c2ccc3c(c2)CCC(=O)N3)cc1 (configuration not stated)	-0.8	-3	0	-4.5	3.9	1	-5	-1.5	-0.7	1.6	-0.6
CCOC(=O)c1c(C)[nH]c2c1-c1ccccc1C(=O)C2=O	-13	-4	-8	-14	-0.8	-4	10	-1.6	-7.3	-3.4	-1.8

An excerpt from above in order of count of non-hydrogen atoms, low to high.
SMILES	PG9 Ab binder	ADAM10 inh	SMARCA2 activ	FXN GAA850 act	DAX1 inh-1	ADAM17 inh	GC-A act	ssDAF-12 act	hgDAF12 agonist	hcDAF12 agonist	DAX1 inh-2
CCc1nnc(NC(=O)C(C)C)s1	0.3	1	-6	0.1	0.4	-2	-1	-0.4	0.6	-2.0	0.4
O=C(NCc1ccco1)c1cnn2cccnc12	1.2	-13	2	-1.3	0.5	-12	-2	-1.8	-0.7	-0.9	0.6
CN1CCN(S(=O)(=O)c2ccc(C3CCCCC3)cc2)CC1	0.2	-3	-1	1.9	0.5	-1	0	-1.0	1.3	-0.1	-0.1

Retrieved one by one from the list above (3):
SMILES	PG9 Ab binder	ADAM10 inh	SMARCA2 activ	FXN GAA850 act	DAX1 inh-1	ADAM17 inh	GC-A act	ssDAF-12 act	hgDAF12 agonist	hcDAF12 agonist	DAX1 inh-2
CC(C)=CCC/C(C)=C/C[C@]12C[C@H](C(=O)O)N(C(=O)OC(C)(C)C)[C@@H]1N(C(=O)OC(C)(C)C)c1ccccc12	.	8	.	.	.	-3	-4	-0.6	-3.5	1.8	.
Cc1ccc(NC(=O)c2ccc(F)cc2F)cc1NS(C)(=O)=O	0.7	3	-1	2.7	.	3	4	-1.3	1.6	0.9	0.3
O=C(O)c1ccccc1OCc1nc2ccccc2s1	-0.9	3	3	1.4	3.4	0	5	1.2*	9.9	9.2*	2.0
